High-throughput results (PubChem)
proCasp3 act: activators of human procaspase-3; activation, % at 8.5 µM; AID 463141; P42574; recombinant procaspase-3 D3A, Ac-DEVD-pNA absorbance 405 nm; hit rate 0.11% among 330,000;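 active = activation above the mean of all tested compounds plus 3 SD, cut at about 21% in these data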;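 also: 0% = DMSO alone and 100% = DMSO wells spiked with extra 5 µM PC-3 D3A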
Target sequence (P42574 whole entry D9A/D28A/D175A): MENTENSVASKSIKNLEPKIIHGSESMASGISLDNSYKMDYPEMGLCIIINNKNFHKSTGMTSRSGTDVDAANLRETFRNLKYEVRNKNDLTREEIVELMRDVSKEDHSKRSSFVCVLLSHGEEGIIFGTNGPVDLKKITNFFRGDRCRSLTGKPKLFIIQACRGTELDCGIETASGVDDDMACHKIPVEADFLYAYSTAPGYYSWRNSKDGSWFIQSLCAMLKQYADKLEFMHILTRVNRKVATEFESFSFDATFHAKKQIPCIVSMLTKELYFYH
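Test system: Procaspase-3 D3A mutant; medium: Zinc-free HEPES/NaCl buffer with 0.01% Triton X-100 at pH 7.4; reagent: DEVD-pNA substrate; doses: one concentration, 8.5 µM nominal, 0.8% DMSO; times: 1 h preincubation plus 2 h reaction at 25 °C; signal: Epi-absorbance at 405 nm of released p-nitroaniline, 0 and 120 min; replicates: singlicate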
CTSL1 counter: counter-screen for PFM18AAP inhibitors: inhibitors of F. hepatica cathepsin L1; recombinant F. hepatica cathepsin L1, Z-Leu-Arg-MCA fluorescence; inhibition, % at 5.96 µM; hit rate 0.49% among 300,000; AID 1906;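 active = inhibition above the mean of all tested compounds plus 3 SD, set per screening campaign, cut at about 17% in these data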;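 also: 0% = plate median of test compound wells and 100% = 1 µM Z-Phe-Ala-diazomethylketone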
GRK2 aptamer HTS: human GRK2 inhibition via aptamer displacement; P25098; AID 488847; bead flow cytometry, FAM-aptamer displacement from GRK2; inhibition of aptamer binding, % at 10 µM; hit rate 0.59% among 330,000;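 active = inhibition of aptamer binding above 40%, roughly 3 SD of noise, on plates passing a quality check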;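 also: median bead fluorescence of bound FAM aptamer so fluorescent compounds give negative values; no value below 0 was filed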
JMJD2C inh: blocks human GASC-1 demethylase activity. Q9H3R0. GST-JMJD2C(1-420) H3K9me3 demethylation, DELFIA europium. inhibition, % at 2.35 µM. hit rate 0.069% among 330,000;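 active = more than half of a compound's replicate wells show inhibition beyond 50%, single wells judged on their own value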;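 also: signal counts dimethyl H3K9 product captured on neutravidin plate; 0% = median of DMSO wells and 100% = 0.3 times that DMSO median; strong numbers were not always called active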
PP5 inh: blocks human protein phosphatase 5 activity. purified PP5c, OMFP substrate fluorescence. hit rate 0.18% among 320,000. inhibition, % at 6.7 µM. P53041. AID 1987;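 active = inhibition above the campaign's mean inhibition across all tested compounds plus 3 SD, cut at about 9.5% in these data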;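 also: 0% = DMSO only and 100% = 100 µM cantharidin control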
Target sequence (P53041 whole entry, looked up): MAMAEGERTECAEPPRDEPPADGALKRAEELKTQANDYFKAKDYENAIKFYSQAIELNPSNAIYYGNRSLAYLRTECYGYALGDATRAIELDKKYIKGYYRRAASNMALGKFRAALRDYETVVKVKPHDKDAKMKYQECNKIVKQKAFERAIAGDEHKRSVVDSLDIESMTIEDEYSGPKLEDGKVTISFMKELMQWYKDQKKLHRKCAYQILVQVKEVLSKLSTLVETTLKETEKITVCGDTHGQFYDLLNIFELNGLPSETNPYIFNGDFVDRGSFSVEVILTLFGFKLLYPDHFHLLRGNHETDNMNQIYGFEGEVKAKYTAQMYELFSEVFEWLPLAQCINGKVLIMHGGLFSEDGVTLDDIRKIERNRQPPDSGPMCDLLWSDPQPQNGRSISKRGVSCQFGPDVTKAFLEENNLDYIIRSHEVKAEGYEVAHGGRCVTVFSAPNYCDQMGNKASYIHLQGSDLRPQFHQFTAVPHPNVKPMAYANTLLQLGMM
VLA-4 inh: inhibition in a human VLA-4 binding assay | P13612 | VLA-4 expressing cells, ligand binding flow cytometry | inhibition, % (about 7 µM as worked out from the volumes in the protocol) | hit rate 0.2% among 330,000; in the data active = inhibition above about 50%
PP1 counter: PP1-alpha (human) inhibition in PP5 counter-screen | P62136 | hit rate 0.9% among 320,000 | purified PP1alpha, OMFP fluorescence | inhibition, % at 6.7 µM | AID 2235;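 active = inhibition above the mean inhibition of all tested compounds plus 3 SD, computed separately for each screening campaign, cut at about 15% in these data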
HCV core dimer: HCV core protein dimerization inhibition. TR-FRET GST/Flag-core106 dimerization, 1536-well. inhibition, % at 5 µM. hit rate 0.33% among 300,000;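 active = inhibition above the mean of all tested compounds plus 3 SD, set per screening campaign, cut at about 45% in these data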
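test system = GST/Flag-tagged HCV core106 proteins | probe or stimulus = Eu donor and XL665 acceptor anti-tag antibodies | times = compound-protein-antibody incubation 4 h at 22.5 °C | signal = TR-FRET, excitation 340 nm, emission 617 and 671 nm | measure = percent inhibition of core106 dimerization signal | controls = wells lacking GST-core106 and wells with excess unlabelled core106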
procasp7 counter: counter-screen for procaspase-3 activators: activators of human procaspase-7 | P55210 | recombinant procaspase-7, Ac-DEVD-pNA absorbance 405 nm; D23A/D198A/D206A triple mutant, cannot self-cleave; scale: DMSO 0, 5 µM enzyme 100 | activation, % at 8.5 µM | AID 463210 | hit rate 0.093% among 330,000;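 active = percent activation above the screen-wide mean plus 3 SD, cut at about 25% in these data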
Target sequence (P55210 whole entry D23A/D198A/D206A): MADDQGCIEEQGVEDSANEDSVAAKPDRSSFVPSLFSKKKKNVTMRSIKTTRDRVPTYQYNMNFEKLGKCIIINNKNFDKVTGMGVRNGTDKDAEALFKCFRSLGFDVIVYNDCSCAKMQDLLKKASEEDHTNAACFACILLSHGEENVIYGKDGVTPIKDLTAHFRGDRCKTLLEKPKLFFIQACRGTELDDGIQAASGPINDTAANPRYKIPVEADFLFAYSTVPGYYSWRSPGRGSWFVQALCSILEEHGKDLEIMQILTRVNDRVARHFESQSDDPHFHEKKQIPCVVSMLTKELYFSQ
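Assay system: Uncleavable procaspase-7 mutant enzyme | Input: 2 µM procaspase-7 mutant as dispensed | Timing: 1 h compound preincubation, 2 h substrate cleavage, 25 °C | Repeats: One well per compound | Control set: DMSO wells as 0%, DMSO with 5 µM added PC-7 as 100% | Technique: Epi-absorbance of released pNA at 405 nm, two timepoints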
* marks the source's active call; other numbers are inactive results; i = inactive; x = no result given.

SMILES	proCasp3 act	CTSL1 counter	GRK2 aptamer HTS	JMJD2C inh	PP5 inh	VLA-4 inh	PP1 counter	HCV core dimer	procasp7 counter
N=c1c(C(=O)NC2CCCCC2)cc2c(=O)n3ccccc3nc2n1Cc1ccco1	-8	5	1	1	1.4	7	1	13	-10
CCN(CC)c1ccc(S(=O)(=O)N2CCOCC2)cc1NC(=O)CN1C(=O)NC2(CCCC2)C1=O	-6	-1	1	-6	2.8	-6	-1	3	-7
COc1cc(NS(=O)(=O)c2ccc(C)cc2)c2ncccc2c1	-10	-2	1	0	1.6	9	4	-2	-14
CCOC(=O)c1cccc(-n2c(C)nc3ccccc3c2=O)c1	-5	-1	2	17	1.5	-2	2	-3	12
Cc1noc(C)c1-c1ccc2ncnc(NCC3CCCCN3C)c2c1 (stereo not drawn)	-4	x	0	14	-0.2	-3	0	x	2
COC(=O)c1cc(=O)nc2sc(-c3cccs3)nn12	4	1	1	-5	0.2	15	5	2	5
O=C(Nc1ccc2c(c1)nc1n2CCOC1)C1CCCCC1	1	2	3	1	-0.6	19	2	-7	3
COc1ccc(C(Nc2ccc(S(=O)(=O)N3CCOCC3)cc2)C(=O)NCCC(C)C)cc1OC (stereo not drawn)	-3	1	0	12	-0.9	-12	1	11	4
O=C(CSc1nnc(CNC(=O)c2c(F)cccc2Cl)o1)Nc1ccc2c(c1)OCO2	8	0	2	-4	0.6	4	-3	-1	5
Clc1ccc2c(N3CCCC3)ccnc2c1	6	2	0	1	1.6	9	-3	1	12
COC(=O)[C@H](C)NC(=O)Nc1ccccc1F	-1	-4	5	4	-0.8	1	-1	2	6
CCC(=O)NC(Nc1ncc(C)s1)(C(=O)OC)C(F)(F)F (stereo not drawn)	4	-5	4	-12	0.1	6	-4	-3	7
Cc1c(NCc2cc(Cl)cc(Cl)c2O)c(=O)n(-c2ccccc2)n1C	3	-3	0	12	-2.3	-3	-1	1	7
CCN(CC)CCNC(=O)/C(=N\O)c1ccccn1	7	-2	0	0	-1.1	2	-1	0	5
CC1CC=C2C(C#N)=C(N)C(C#N)(C#N)C(c3cccs3)C2C1 (stereo not drawn)	-5	-4	0	-2	2.0	-2	-3	6	-4
CC(C)CCNC(=O)C1CC(c2ccccc2[N+](=O)[O-])=NO1 (stereo not drawn)	1	-10	1	6	-0.3	-12	2	-1	1
CC(=O)c1cc(Cc2csc(C(C)=O)c2)cs1	5	-1	1	0	1.3	-2	3	-5	-5
COc1cccc(C(=O)N=c2sc3cc(S(C)(=O)=O)ccc3n2C)c1	-6	2	0	11	2.2	0	12	36	4
Cc1ccc(N(Cc2cc(=O)[nH]c3ccccc23)C(=O)CCl)c(C)c1	7	-2	2	23	0.8	7	-5	21	11
COCCNC(=S)N/N=C/c1ccccc1C(=O)O	0	5	0	-11	-1.1	3	2	-5	5
C/C(CC(=O)NCc1ccco1)=N\NC(=O)Cc1ccc(-c2ccccc2)cc1	-6	-4	0	4	-0.6	17	-5	1	6
COc1ccc(/C(N)=N/OC(=O)COc2ccccc2Cl)cc1	-15	0	3	-9	0.2	8	2	-5	-2
CC(=O)c1ccccc1NC(=O)c1cc(S(=O)(=O)N2CCOCC2)ccc1N1CCCC1	8	x	1	-61	-0.7	36	-2	x	-13
Cc1csc2ncnc(NC3CCN(Cc4ccccc4)CC3)c12	-1	1	0	-5	-0.8	31	-1	-5	6
CN1/C(=C/C(=S)NC(=O)C2(C)CC2(Cl)Cl)C(C)(C)c2ccccc21 (stereo not drawn)	-17	16	17	-1	4.1	i	5	-2	-38
CCCC[C@@H]1C[C@H]1[C@@H](NC(=O)c1ccco1)c1ccc(Cl)cc1	2	5	x	10	2.5	x	4	-5	-2
CC(=O)C1=C(C)OC(N)=C(C#N)C1c1ccncc1 (stereo not drawn)	2	-4	0	-12	-1.7	-2	0	-2	-11
COc1ccc(NS(=O)(=O)c2ccc(-c3cnc(C4CC4)o3)cc2)cc1OC	5	2	0	1	1.1	2	-2	-14	-6
Cc1cccc(C)c1NC(=O)CNC(=O)C1CC(=O)N(Cc2ccccc2)C1 (stereo not drawn)	-8	-1	1	8	-0.7	1	-1	-2	14
CCC1CCc2c(sc(NC(C)=O)c2C#N)C1 (stereo not drawn)	-2	1	6	4	4.3	-3	3	-9	2
CC(C)[C@H](NC(=O)[C@@H]1CSC2c3ccccc3C(=O)N21)C(=O)NC1CCCCC1 (stereo partly drawn)	-6	1	0	-21	3.1	-8	2	4	1
CC(NC(=O)c1ccc(F)cc1)C(=O)NC1=NCCS1 (stereo not drawn)	-12	6	0	9	-0.2	-10	2	-4	-11
CN(C)C(=O)CSc1nnc([C@H](Cc2c[nH]c3ccccc23)NC(=O)OC(C)(C)C)o1	2	1	0	-18	0.7	2	-1	-4	19
CCOC(=O)[C@@H]1[C@H]2COc3ccccc3[C@@H]2N2C(=O)N(c3ccc(C)cc3)C(=O)[C@@]12C	4	x	1	-2	x	19	x	x	9
CCc1cc2c(=O)[nH]cnc2s1	-9	0	1	-5	-1.4	-8	1	-8	9
O=C(O)Cc1sc(-c2ccc(Cl)cc2)nc1-c1ccccc1	-1	6	0	2	-1.2	6	0	6	4
Cc1ccc(CNC(=O)C2CCCN(S(=O)(=O)c3c(C)[nH]c(=O)[nH]c3=O)C2)cc1 (stereo not drawn)	0	-3	0	0	0.1	-2	-4	3	-2
Clc1ccc2nc(CN3CCCCC3)cn2c1	5	-2	1	4	1.1	27	0	-5	-3
COc1cc(CN(CC2CCCO2)C(=O)c2cccs2)cc(OC)c1OC (stereo not drawn)	8	18*	0	-10	3.3	-1	-4	-3	-8
CCN(CC)Cc1cc(C(=O)O)c(-c2ccccc2)o1	-10	3	4	1	0.7	12	-5	-4	1
C[C@@]12C(=O)Nc3ccccc3C(=O)N1[C@H]1c3cc(Cl)ccc3OC[C@@H]1[C@@H]2c1ccccc1	9	x	4	x	x	17	x	x	5
Cc1ccc(-c2cc(-c3ccc(C)o3)nc(N)c2C#N)cc1	-31	11	1	-4	-9.0	-40	2	60*	-28
Cc1cccnc1CN1CCN(C(=O)c2cc(COc3ccc4ncccc4c3)on2)CC1	-5	1	0	4	-0.9	1	3	-2	-2
Cc1ccc(S(=O)(=O)N2CCN(C(=O)CCC(=O)Nc3ccc(F)cc3F)CC2)cc1	6	x	0	5	x	-9	x	x	6
CCc1nnc(NC(=O)c2csc3c2CCC(C)C3)s1 (stereo not drawn)	1	0	0	0	-0.3	22	-2	-1	3
COc1ccc(S(=O)(=O)NC(C)C(=O)NCCN2CCOCC2)cc1Cl (stereo not drawn)	4	1	0	-6	1.5	-5	3	-3	4
COc1ccc(CCC(C)NCCc2ccc(Cl)cc2Cl)cc1 (stereo not drawn)	-11	0	0	-10	3.2	4	4	-3	-13
CS(=O)(=O)Nc1ccc2c(c1)ncn2CCc1ccccc1	-1	-5	0	8	0.8	-1	-1	0	10
O=C(Nc1c(-c2ccccc2)nc2ccccn12)c1ccco1	5	6	5	0	0.1	-8	-1	-1	0
CC(=O)c1ccc(N2CCN(CC(=O)Nc3cc(C)on3)CC2)cc1	3	3	1	-8	0.0	5	-7	1	-1
O=C(O)c1ccn2c(C(=O)c3ccc(Cl)cc3)c(-c3ccccc3)cc2c1	-19	1	0	2	1.5	6	10	9	-2
CC(=O)NC1CC2CCCC(C1)N2S(=O)(=O)c1ccccc1 (stereo not drawn)	4	0	2	-3	-0.4	-5	0	-1	4
N#Cc1cccc(CN2C=NS(=O)(=O)c3ccccc32)c1	2	-2	1	3	0.9	-12	-2	-10	10
COc1cc(-c2nc3ccc(C)cn3c2Nc2ccc3c(c2)OCCO3)ccc1O	4	4	3	3	3.0	-3	5	-26	0
COc1ccccc1NC(=O)NC1(C(=O)NCC2CCCO2)CCCCC1 (stereo not drawn)	3	2	0	-1	-0.9	7	-1	-11	4
CSc1ccccc1NC(=O)c1ccc(N2CCCC2=O)cc1	-1	x	2	-7	-1.5	8	-8	x	7
O=S(=O)(NN=C1CCCCCCC1)c1ccc(Br)cc1	5	-4	1	3	0.0	19	-1	0	-10
O=C(CSc1nc2ccc(Cl)cc2[nH]1)Nc1ccc2c(c1)CCC2	-11	1	3	7	0.4	-5	3	-6	-1
N#Cc1c(NC(=O)/C=C/c2ccco2)sc2c1CCCC2	-17	-1	0	6	1.1	32	6	4	-8
COc1cc2c(cc1OC)C(C)N(C(=S)NC(=O)c1ccccc1)CC2 (stereo not drawn)	-4	-4	1	9	1.3	15	-2	0	-5

New compounds follow
SMILES	proCasp3 act	CTSL1 counter	GRK2 aptamer HTS	JMJD2C inh	PP5 inh	VLA-4 inh	PP1 counter	HCV core dimer	procasp7 counter
CC(C)(C)OC(=O)N/N=C\C=C\c1ccc2c(c1)OCO2	3	3	3	-3	0.5	1	-1	5	1
CCOc1cc(/C=C/C(=O)O)ccc1OCCO	4	5	6	-3	-3.5	3	-3	2	1
Cc1nc2c(nnn2Cc2ccccc2Cl)c(=O)[nH]1	-9	0	5	-4	-0.8	-5	1	-4	0
Cc1nnc(N2C(=O)C(=O)/C(=C(\O)c3ccc4c(c3)CC(C)O4)C2c2ccccc2)s1 (stereo not drawn)	-7	1	0	-23	0.5	-4	0	-1	-19
Cc1cccc(C(=O)NCC(=O)NC(C)c2ccc(-n3ccnc3)cc2)c1 (stereo not drawn)	-1	0	3	7	0.3	17	-1	1	10
COC(C[C@@H]1O[C@@H]1[C@H](O)COCc1ccccc1)OC	4	x	1	-14	-0.1	5	-4	x	0
Cc1cccc(NC(=S)NNC(=O)c2ccccc2OC(F)F)c1	0	-2	5	-6	4.1	-2	2	-7	-9
COc1cc(CC(=O)O)c([N+](=O)[O-])cc1OC	-2	-6	0	28	-1.2	4	3	-4	2
Oc1ccc(-c2cn3c(n2)SCC3)cc1	-3	-2	2	4	-1.9	-2	-2	-2	-3
O=C(/C(=N\O)n1cncn1)c1ccc(Br)cc1Br	1	-5	0	2	3.5	3	-1	-4	0
CCOc1ccc(N2C(=O)CS/C2=N/NC(=O)COc2ccc3ccccc3c2)cc1	4	2	0	5	2.2	11	-1	9	2
COc1ncnc2sc3c(c12)CCCC3	1	-1	2	-11	-0.4	0	4	-1	3

Record cards, as listed above. Order of screens: proCasp3 act	CTSL1 counter	GRK2 aptamer HTS	JMJD2C inh	PP5 inh	VLA-4 inh	PP1 counter	HCV core dimer	procasp7 counter
Cc1cccc(NC(=S)NNC(=O)c2ccccc2OC(F)F)c1 across the screens: 0	-2	5	-6	4.1	-2	2	-7	-9
CCOc1ccc(N2C(=O)CS/C2=N/NC(=O)COc2ccc3ccccc3c2)cc1 across the screens: 4	2	0	5	2.2	11	-1	9	2
O=C(/C(=N\O)n1cncn1)c1ccc(Br)cc1Br across the screens: 1	-5	0	2	3.5	3	-1	-4	0
COC(C[C@@H]1O[C@@H]1[C@H](O)COCc1ccccc1)OC across the screens: 4	x	1	-14	-0.1	5	-4	x	0
